PhoP inhibition: inhibitors of PhoP regulon expression, primary screen, Salmonella Typhimurium, GFP reporter (AID 1863). 300,000 compounds, 0.16% hits. inhibition, % at 50 µM; hits with a dose series show IC50 in µM. S. Typhimurium PhoP-regulated promoter GFP reporter, 4 h; higher % means a stronger effect;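 active means inhibition over 29.93%, a cutoff 3 SD above the screen mean, later confirmed by dose response; inconclusive means inhibition over 29.93% but no dose response follow-up; inactive means inhibition at most 29.93% or unconfirmed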;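 further: 0% = low Mg2+ inducing control and 100% = high Mg2+ repressing control; strong numbers were not always called active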
TNAP activators: human TNAP enzyme activators, primary screen, biochemical, luminescent, no phosphate acceptor, uHTS (AID 1001); 200,000 compounds, 0.03% hits; Alkaline phosphatase, tissue-nonspecific isozyme (Homo sapiens); purified TNAP, luminescent activation assay, no phosphate acceptor; higher activation fold means a stronger effect; one-dose activation fold at 20 µM; EC50 in µM for titrated hits; in the data active means activation fold from about 3, or a potency from the dose series; inactive means the rest, 99 in 100 with activation fold below about 1.6; further: many of its hits are not listed in these tables
RSV antiviral HEp-2: RSV antiviral activity via CPE protection, HEp-2 cells, primary 10 µM value included (AID 2391); HEp-2 cells, RSV-induced CPE inhibition; higher % means a stronger effect; one-dose CPE inhibition, % at 10 µM; IC50 in µM for titrated hits; 310,000 compounds, 0.13% hits; in the data active means a potency from the dose series; inconclusive means CPE inhibition mostly from about 23% at the one dose, without a potency; inactive means the rest, 99 in 100 with CPE inhibition below about 21%; further: strong numbers were not always called active
NTR1 agonist: agonists of NTR1, primary screen, imaging, U2OS cells, beta-arrestin-GFP, high content (AID 493036). NTR1-U2OS beta-arrestin-GFP spot imaging, agonist mode. activation, % at 20 µM. 330,000 compounds, 0.17% hits;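 active means activation at or above 40% of the spot to cytoplasm intensity ratio, with at least 20 cells analyzed; inconclusive means wells under 20 cells, flagged as cytotoxic or low count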;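 further: 0% = DMSO without peptide and 100% = 100 nM NTR1 peptide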
Target sequence (P30989 whole entry, looked up): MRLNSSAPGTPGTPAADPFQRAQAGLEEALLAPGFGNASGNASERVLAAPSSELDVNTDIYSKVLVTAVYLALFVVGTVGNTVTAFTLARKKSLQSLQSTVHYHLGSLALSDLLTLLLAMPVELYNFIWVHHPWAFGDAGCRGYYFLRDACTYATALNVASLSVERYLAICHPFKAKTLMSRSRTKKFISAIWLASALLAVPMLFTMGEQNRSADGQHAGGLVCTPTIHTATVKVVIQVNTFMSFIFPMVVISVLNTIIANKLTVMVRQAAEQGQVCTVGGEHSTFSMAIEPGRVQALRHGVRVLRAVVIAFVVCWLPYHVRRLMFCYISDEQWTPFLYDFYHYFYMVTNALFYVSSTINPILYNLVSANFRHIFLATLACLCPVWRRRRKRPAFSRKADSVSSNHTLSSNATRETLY
Myeloid diff MLP: induction of myeloid progenitor differentiation, primary screen, cell-based, flow cytometry, MLPCN library; AID 624256, 2012; ER-HoxA9 myeloid progenitors, lysozyme-GFP differentiation; calls only at 10 µM; 360,000 compounds, 1% hits;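 active means normalized GFP-positive differentiation at or above the plate's own cutoff, the solvent-only control mean plus 3 SD; inconclusive means no clear call, values can overlap the other calls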;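 further: cells exposed to compound for four days before flow analysis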
T cell HTS: modulators of CD8 T cell-vesicle binding, primary screen, mouse 2C CD8+ T cells, flow cytometry; 2C CD8+ T cell-vesicle binding; active compounds read low; calls only at 7 µM; 330,000 compounds, 0.068% hits;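 active means response, share of CD8 T cells binding vesicles, and their 90th percentile fluorescence all below set limits, cut at about 80% in these data, passing the limit was not always enough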
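Also added: QL9-peptide-loaded Drosophila micro-vesicles bearing Ld, ICAM-1 and B7-1; Test system: purified 2C TCR transgenic mouse naive CD8+ T cells; Measured by: cytometric PE anti-B7-1 and Alexa647 anti-CD8 signals after 1% paraformaldehyde fixation; Timing: binding step 1.5 h, 37 °C, antibody labelling 20 min, ice.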
UTI89 phage lysis: inhibition of K1F phage lysis, E. coli UTI89, bacterial capsule biogenesis inhibitors, alamar blue (AID 488966) | one-dose inhibition, % at 100 µM; IC50 in µM for titrated hits | 340,000 compounds, 0.02% hits | E. coli UTI89 K1F phage lysis, alamar blue, 2 h; higher % means a stronger effect;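 active means phage lysis inhibition, versus mean bacterial control, above a set limit; inconclusive means no clear call, values can overlap the other calls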;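 further: capsule biogenesis inhibitors block K1F phage lysis so surviving cells raise fluorescence; higher fluorescence means more inhibition of phage lysis; actives were called in the ten point dose series up to 300 µM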
Large T inhibition: SV40 large T antigen inhibitors, biochemical (AID 1903). SV40 large T antigen ATPase/helicase inhibition assay; higher % means a stronger effect. inhibition, % at 20 µM; hits with a dose series show IC50 in µM. 310,000 compounds, 0.39% hits; in the data active means a potency from the dose series; inconclusive means inhibition mostly from about 32% at the one dose, without a potency; inactive means the rest, 99 in 100 with inhibition below about 32%; further: strong numbers were not always called active
MgcRacGAP inhibition: MgcRacGAP GTPase-activating activity inhibitors, confirmation, biochemical, ADP Hunter fluorescence. 340,000 compounds, 0.6% hits. inhibition, % at 30 µM, or IC50 in µM where a hit was titrated. MgcRacGAP-stimulated Rac1 GTP hydrolysis, ADP Hunter fluorescence; higher % means a stronger effect; GST-tagged Rac1 F28L mutant substrate. Rac GTPase-activating protein 1 (Homo sapiens). AID 624330, 2012;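 active means first-screen hits whose inhibition reached a set limit at any dose in the follow-up dose series; inconclusive means inhibition above the set first-screen limit but never retested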;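 further: fluorescence reports GDP produced by GAP-driven GTP hydrolysis; strong numbers were not always called active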
T cell HTS vesicle-bound %: recorded beside T cell HTS, whose call it bears; double positive events, %; measured here: CD8+ vesicle-bound cell fraction;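 binding gate set so that unloaded-vesicle control wells show 10% double positive cells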
NTR1 agonist cell count 20 µM: second read-out of NTR1 agonist, no call of its own (marks repeat the call); cell count; measured here: cell count, cytotoxicity flag
Myeloid diff MLP GFP+ MAC1+ %: also measured in Myeloid diff MLP; calls as there; GFP+ MAC1+ double positive, %; measured here: differentiation confirmed by MAC1 staining
* = called active by the depositor; i = inactive; ? = inconclusive; . = not tested or not shown; + = active, no number; [ ] = dose if it differs, or a comment.

Structure,PhoP inhibition,TNAP activators,RSV antiviral HEp-2,NTR1 agonist,NTR1 agonist cell count 20 µM,Myeloid diff MLP,Myeloid diff MLP GFP+ MAC1+ %,T cell HTS,T cell HTS vesicle-bound %,UTI89 phage lysis,Large T inhibition,MgcRacGAP inhibition
COc1ccc(OCC(=O)NCCS(=O)(=O)N2CCN(c3ccc(F)cc3)CC2)cc1,-11%,.,1.0%,0.3,60,i,2.0,i,13,0.1%,10%,-4%
CC(C)N(Cc1cnn(C)c1)Cc1nc(-c2ccc(Cl)cc2)no1,.,1.1,3.1%,0.5,59,i,0.6,i,49,0.4%,.,-5%
Cc1cc(C)cc(NC(N)=S)c1,-4%,1,-0.3%,1.9,42,i,0.6,i,48,-0.5%,-4%,4%
N/C(=N\OC(=O)c1cc(-c2ccccc2)nc2ccccc12)c1ccc(Cl)cc1,5%,1.1,7.5%,1.2,74,i,0.8,i,54,0.0%,-4%,1%
CC(C)(C)SCCNC(=O)c1ccccc1,-14%,1.1,2.1%,-0.8,61,i,0.8,i,56,0.1%,13%,-1%
CCOC(=O)c1csc(NC(=O)CC2CCCC2)n1,-5%,1.1,4.1%,3.3,66,i,0.3,i,45,0.0%,12%,8%
O=C(NC1CC1)c1cccc(NC(=O)c2cnn(-c3ccccc3)n2)c1,.,.,.,5.3,49,+,1.5*,i,34,0.1%[50 µM],.,-3%
CCN1CCN(C(=S)Nc2ccc3nc4n(c(=O)c3c2)CCCCC4)CC1,3%,1.1,-0.5%,1.3,61,i,1.7,i,43,2.6%,24%,1%
Cn1nccc1C(=O)OCC(=O)Nc1ccc(S(N)(=O)=O)cc1,-5%,.,0.1%,2.7,56,i,0.5,i,18,-0.1%,6%,2%
COc1ccccc1C/C(N)=N/OC(=O)COc1ccc(C)cc1,.,.,1.1%,0.0,65,i,0.4,i,39,0.1%[50 µM],17%,15%
CCCCCCCNc1cccc(C)c1,-12%,.,0.0%,0.3,41,i,1.4,i,32,0.1%,24%,-7%
O=C(CCNC(=O)c1ccc(Br)cc1)NCCCN1CCCC1=O,.,.,2.0%,2.3,60,i,0.8,i,39,1.4%[50 µM],.,5%
CCCn1c(SCc2cc(=O)[nH]c3ccccc23)nc2c1c(=O)n(C)c(=O)n2C,.,1.1,0.0%,1.9,89,i,1.2,i,28,0.5%,.,5%
O=c1[nH]c(=O)n(Cc2ccco2)c2c1C(C(F)(F)F)(C(F)(F)F)N=C(C1CCCCC1)N2,2%,1.1,0.5%,0.8,86,i,1.8,i,31,0.1%,-6%,2%
O=C(Nc1ccon1)c1cccc(S(=O)(=O)N2CCCCCC2)c1,-1%,0.9,0.3%,-1.7,76,i,0.4,i,10,0.0%,1%,10%
CN(CC(=O)Nc1ccccn1)S(=O)(=O)c1ccc(Cl)cc1,7%,1.1,-0.5%,-2.1,40,i,0.5,i,22,1.6%,6%,-1%
CCc1ccc2[nH]c(C(=O)Nc3ccc4c(c3)OCO4)cc2c1,-3%,.,?,1.1,41,i,0.2,i,32,0.5%,6%,4%
COc1ccc(CCC(C)NCc2ccc(F)cc2)cc1 (stereo not given),3%,.,0.3%,0.0,54,i,0.7,i,49,?,-2%,9%
CC(C)(C)C(=O)Nc1ccc(-c2cn3ccsc3n2)cc1,4%,1.1,0.3%,4.2,66,i,5.8,i,22,-1.0%,6%,9%
CC(C(=O)Nc1ccccc1Br)c1ccc([N+](=O)[O-])cc1 (stereo not given),8%,1.1,12%,-0.1,90,i,1.0,i,40,-0.1%,1%,0%
Cc1ccsc1/C=N/NC(=O)c1ccccn1,4%,1.2,1.3%,0.2,68,i,0.5,i,37,-0.1%,-3%,6%
CN(C)c1c([N+](=O)[O-])cc2[nH]c(=O)[nH]c2c1[N+](=O)[O-],13%,0.9,41%,-3.4,87,i,2.2,i,18,0.1%,14%,7%
Cc1ccc(S(=O)(=O)N2CCC(C(=O)N3CCC[C@H]3C(=O)NC3CCS(=O)(=O)C3)CC2)cc1 (stereo not given in full),2%,1.1,1.8%,0.7,60,i,1.7,i,56,3.6%,13%,2%
Cc1nc(N)c(C#N)c(-c2ccccc2)c1C,-3%,1,3.2%,0.1,72,i,0.3,i,37,0.3%,5%,7%
CC1CN(S(=O)(=O)c2cc(C(=O)NCCCN3CCCC3=O)ccc2Cl)CC(C)O1 (stereo not given),.,.,.,1.4,41,i,0.6,i,48,0.5%[50 µM],.,4%
CC(C)Cc1nnc(NC(=O)CCC(=O)Nc2ccc3cn[nH]c3c2)s1,-6%,.,.,2.1,27,i,1.1,i,34,-2.1%,-4%,5%
O=C(NCc1ccccc1CN1CCCCC1)c1ccccc1N1CCCC1=O,.,.,.,1.3,57,i,0.8,i,45,0.3%[50 µM],.,4%
CCCCCCn1nc(C(=O)OCC(=O)c2c(N)n(C)c(=O)n(C)c2=O)c2ccccc2c1=O,-11%,1.1,0.0%,23,73,i,0.1,i,40,0.5%,5%,-1%
Cc1nc(-n2nnc3ccccc32)c2c3c(sc2n1)CCCC3,9%,1,0.7%,2.1,71,i,1.2,i,22,0.3%,2%,9%
CCCCSC1(SCCCC)N=C(N)C2(C#N)C(c3ccccc3)NC(C)=C(C)C12C#N (stereo not given),-9%,1.1,-2.2%,-0.2,62,i,0.7,i,11,0.3%,15%,4%
O=C(NCSC1=NCCS1)c1ccccc1,19%,1.1,-0.3%,-1.6,70,i,1.0,i,10,4.1%,3%,-2%
O=C(N/N=C\c1cc2c(cc1Cl)OCO2)c1cccnc1,-4%,.,2.4%,0.7,50,i,0.5,i,5,-0.5%[50 µM],4%,15%
CCCC1=Nc2cc(C(=O)NCCCN3CCOCC3)ccc2Sc2ccccc21,-5%,.,-3.3%,-0.4,58,i,1.3,i,29,0.4%,4%,10%
O=C(CNC(=O)c1ccc2c(c1)OCO2)N/N=C/c1cccc([N+](=O)[O-])c1,-3%,1.1,0.6%,-0.3,85,i,0.1,i,32,-0.4%,3%,3%
O=C(Cc1ccccc1)N/N=C/c1cccnc1,-1%,.,1.0%,-1.5,99,i,0.3,i,62,-0.1%,9%,11%
C=CCn1c(=NC(=O)C2CCCCC2)sc2cc(NC(C)=O)ccc21,4%,0.9,2.9%,6.6,77,i,1.8,i,39,1.6%,17%,8%
CC(C)CCNC(=O)C1(c2cccs2)CCOCC1,-3%,1.1,-1.8%,-1.0,53,i,1.2,i,22,-0.1%,4%,-4%
CC1(OC(=O)CCc2ccccc2)C(=O)C=C2C=C(c3ccc(C#N)cc3)N(CCc3ccccn3)C=C2C1=O (stereo not given),6%,.,-1.6%,0.8,50,i,0.7,i,30,0.6%,22%,8%
Cc1ccccc1NC(=O)c1ccc(NS(=O)(=O)c2cc(C(C)(C)C)cc(C)c2C)cc1,16%,1,2.5%,9.1,59,?,.,i,44,0.7%[50 µM],1%,5%
Cc1cc(N2CCOCC2)ccc1/C=C1\NC(=O)N(CC(=O)Nc2ccc(F)cc2)C1=O,-1%,1,12%,0.2,65,i,0.3,i,60,-0.1%,2%,4%
N=c1ccn(Cc2ccc(Cl)c(Cl)c2)cc1,2%,1.1,1.4%,-1.0,57,.,.,i,33,0.6%,21%,10%
Cc1cccc(N2CCN(S(=O)(=O)c3c(C(=O)N4CCCCC4)c(C)n(C)c3C)CC2)c1C,-7%,.,2.4%,0.0,76,i,2.2,i,10,-6.7%,24%,12%
N#CCSc1nnc(-c2ccc(F)cc2)n1N,-3%,1,0.3%,-1.7,36,i,1.0,i,32,1.6%,5%,15%
CCOC(=O)C(NC(C)=O)C(=O)Nc1c(C)cccc1C (stereo not given),-3%,1.1,-0.8%,-1.0,101,i,0.1,i,62,0.0%,18%,12%
O=C(COCC(=O)N1CCOCC1)N1CCOCC1,-6%,0.8,-1.0%,1.1,66,i,0.5,i,44,-0.4%,7%,4%
CC(C)C(=O)C1=Cc2cc([N+](=O)[O-])ccc2OC1N1CCOCC1 (stereo not given),10%,.,-0.6%,-1.4,66,i,1.0,i,9,0.3%,-2%,10%
Cc1onc(-c2ccccc2)c1C(=O)N/N=C/c1ccco1,-7%,.,1.3%,-0.3,50,i,1.0,i,44,-0.1%,6%,5%
COc1ccc(Cc2n[nH]c(=S)n(N)c2=O)cc1,-6%,1.2,3.4%,-2.1,60,.,.,i,11,0.5%,8%,0%
COc1ccc(C(CC(=O)c2ccc(O)cc2)S(=O)(=O)c2ccc(C)cc2)cc1 (stereo not given),6%,1,-0.1%,1.5,35,i,3.7,i,11,2.3%,8%,6%
CC(C)Cn1c(N)c(-c2nc(C(C)C)c(C(=O)c3ccccc3F)s2)c(=O)n(C)c1=O,-1%,1.1,0.0%,11,46,.,.,i,47,.,1%,.
COc1ccc(C(C(=O)NC2CCCC2)N(C(=O)c2ccoc2C)c2ccc(C)cc2)cc1 (stereo not given),3%,1,1.0%,-0.2,40,i,7.1,i,12,2.9%,4%,2%
S=c1[nH]cc(-c2ccccc2)n1-c1ccccc1,-3%,0.7,0.9%,1.3,69,i,1.0,i,50,1.3%,8%,8%
Cc1cccc(N2CCN(C(=S)c3ccc(-c4ccccc4[N+](=O)[O-])o3)CC2)c1,-4%,0.9,2.7%,7.8,59,i,0.3,i,53,0.6%[50 µM],4%,7%
CCS(=O)(=O)N1Cc2ccccc2CC1C(=O)N(C)CC(=O)Nc1ccc(OC)cc1 (stereo not given),.,.,1.1%,-0.5,62,i,0.9,i,32,0.3%[50 µM],.,6%

Screening results: PubChem, several laboratories
